GAA glycogen mod = qHTS Assay for Inhibitors and Activators of Human alpha-Glucosidase Cleavage of Glycogen. recombinant GAA, glycogen substrate, Amplex Red glucose oxidase fluorescence. AID 2100, 2009. actives 0.38% (n = 300,000). Potency, µM (highest dose often 76.4 µM), without a hit: top-dose activity change, negative = inhibition, hits mostly inhibitors. Lysosomal alpha-glucosidase (Homo sapiens), P10253;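 also: 0% = full enzyme reaction and -100% = no-enzyme basal signal; the screen sought inhibitors and activators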
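qHTS, 1536-well; enzyme 4 nM final; cpd up to 77 uM; substrate bovine liver glycogen 30 ug; 50 mM citrate/phosphate pH 5.0, 0.01% Tween-20; 37 C, 40 min; Amplex Red detection 45 min RT; Hill fit → AC50.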
ALDH1A1 block = qHTS Assay for Inhibitors of Aldehyde Dehydrogenase 1 (ALDH1A1); Aldehyde dehydrogenase 1A1 (Homo sapiens), P00352; Purified ALDH1A1, NADH fluorescence, propionaldehyde substrate; Potency, µM (top dose mostly 75.3 µM), for the others: top-dose activity, negative = inhibition, most hits filed as inhibitors; actives 7.3% (n = 220,000); AID 1030, 2008; active = well fitted inhibition curve with a large enough effect, not every such curve was filed as active; inconclusive = small, poorly fitted or top-dose-only effect, or another doubt; inactive = no such curve, though single readings can be large or run the other way;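 also: plate controls were no enzyme wells and a reference inhibitor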
RGS12 GoLoco inh = qHTS Assay for Inhibitors of RGS12 GoLoco Motif Activity (Red Fluorophore); Guanine nucleotide-binding protein G(i) subunit alpha-1 (Homo sapiens), P63096; Gai1:RGS12 GoLoco peptide FP, rhodamine, 10 min; Potency, µM (doses to about 61.6 µM), for the others: top-dose activity, negative = inhibition, hits mostly inhibitors; actives 0.44% (n = 230,000); AID 880, 2007; active = well fitted inhibition curve with a large enough effect, not every such curve was filed as active; inactive = no such curve, though single readings can be large or run the other way; also: % is scaled to controls: 0 for no effect and ±100 for the full control effect; nearly all actives have a fitted effect of over 30% in size; many of its hits are not listed in these tables
Target sequence (P63096 whole entry, looked up): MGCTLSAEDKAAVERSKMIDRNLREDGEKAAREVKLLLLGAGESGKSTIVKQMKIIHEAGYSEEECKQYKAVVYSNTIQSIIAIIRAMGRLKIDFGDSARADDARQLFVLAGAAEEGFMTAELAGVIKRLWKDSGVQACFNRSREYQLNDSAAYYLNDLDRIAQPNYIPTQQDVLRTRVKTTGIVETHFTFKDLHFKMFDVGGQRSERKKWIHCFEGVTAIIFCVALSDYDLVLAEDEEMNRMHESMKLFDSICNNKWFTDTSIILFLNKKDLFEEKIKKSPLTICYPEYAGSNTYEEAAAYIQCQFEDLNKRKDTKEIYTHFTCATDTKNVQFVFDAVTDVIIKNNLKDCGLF
SMN2 splice enh = qHTS Assay for Enhancers of SMN2 Splice Variant Expression | HEK293 SMN2-luciferase splicing reporter, luminescence, 30-36 h | Potency, µM (highest dose often 46.1 µM), for inactives: top-dose activity change, positive = activation, most hits filed as activators | actives 2.8% (n = 210,000); also: % of control where 0% means no effect; nearly all actives have a fitted effect of over 55% in size
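qHTS luciferase splicing reporter: luminescence rises when SMN2 exon 7 is included in transfected HEK293 cells. Compound exposure lasted 30-36 h at 37C, with 4.5 mM final sodium butyrate as control, followed by a ONE-Glo read.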
aGal spleen mod = qHTS Assay for Inhibitors and Activators of Human alpha-Galactosidase From Spleen Homogenate. Alpha-galactosidase A (Homo sapiens), P06280. human spleen homogenate, 4MU-alpha-Gal fluorescence, 40 min. Potency, µM (series often up to 80 µM), inactives show at the highest dose activity change, negative = inhibition, actives largely listed as inhibitors. actives 0.008% (n = 240,000). AID 2107, 2009;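 also: 0% = enzyme with vehicle and -100% = no enzyme basal signal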
Target sequence (P06280 32-429 limits assumed): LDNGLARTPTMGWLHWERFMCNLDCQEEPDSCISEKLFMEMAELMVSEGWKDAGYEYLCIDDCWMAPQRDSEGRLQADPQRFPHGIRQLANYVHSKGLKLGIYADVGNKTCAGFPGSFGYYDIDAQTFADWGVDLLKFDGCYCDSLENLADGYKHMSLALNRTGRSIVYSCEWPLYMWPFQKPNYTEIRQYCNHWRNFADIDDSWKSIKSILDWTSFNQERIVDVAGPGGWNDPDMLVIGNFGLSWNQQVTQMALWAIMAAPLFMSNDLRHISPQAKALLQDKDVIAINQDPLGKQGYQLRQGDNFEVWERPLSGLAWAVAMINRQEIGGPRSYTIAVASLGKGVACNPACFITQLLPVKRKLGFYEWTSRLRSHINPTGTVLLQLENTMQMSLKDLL
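qHTS titration in buffer at pH 5.0. Alpha-galactosidase activity in spleen homogenate was measured via 4-methylumbelliferone release from 1 mM fluorogenic substrate after 40 min at 37C and a pH 10 stop. AC50 came from Hill fits of control-normalized data.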
KDM4E inh = qHTS Assay for Inhibitors of Human Jumonji Domain Containing 2E (JMJD2E); Lysine-specific demethylase 4E (Homo sapiens), B2RXH2; JMJD2E catalytic domain, FDH-coupled NADH fluorescence (FDH is formaldehyde dehydrogenase); Potency, µM (titrated, usually from 57.1 µM), for inactives: top-dose activity change, negative = inhibition, most hits filed as inhibitors; actives 1.6% (n = 230,000); AID 2147, 2009; active = well fitted inhibition curve with a large enough effect, not every such curve was filed as active; inconclusive = small, poorly fitted or top-dose-only effect, or another doubt; inactive = no such curve, though single readings can be large or run the other way;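 also: 0% = wells with enzyme and -100% = buffer wells without enzyme; nearly all actives have a fitted effect of over 50% in size; many of its hits are not listed in these tables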
Target sequence (B2RXH2 1-337 limits assumed): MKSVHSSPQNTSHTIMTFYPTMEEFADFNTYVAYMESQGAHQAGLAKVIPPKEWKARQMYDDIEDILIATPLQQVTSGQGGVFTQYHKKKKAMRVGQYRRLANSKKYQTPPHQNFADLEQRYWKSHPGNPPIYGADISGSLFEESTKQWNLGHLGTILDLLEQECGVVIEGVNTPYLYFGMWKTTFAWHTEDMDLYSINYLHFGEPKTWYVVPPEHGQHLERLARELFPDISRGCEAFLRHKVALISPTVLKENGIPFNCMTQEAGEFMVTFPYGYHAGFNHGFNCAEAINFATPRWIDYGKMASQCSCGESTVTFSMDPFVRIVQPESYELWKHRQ
GAA inh = qHTS Assay for Inhibitors of Human alpha-Glucosidase as a Potential Chaperone Treatment of Pompe Disease | purified human GAA, 4-MU-alpha-glucoside fluorescence | actives 0.005% (n = 200,000) | Lysosomal alpha-glucosidase (Homo sapiens), P10253 | Potency, µM (titrated, usually from 76.9 µM), without a hit: at the highest dose activity change, negative = inhibition, usual class: inhibitors;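 also: plate controls were uninhibited enzyme wells for no effect and no-enzyme background for full effect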
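qHTS format, compound range up to 77 uM. Human lysosomal enzyme at 4 nM, 400 uM 4-MU glucoside substrate, pH 5.0, 20 min room temperature; fluorescence after alkaline stop gives activity normalized to controls.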
GAA spleen mod = qHTS Assay for Inhibitors and Activators of Human alpha-Glucosidase From Spleen Homogenate; Lysosomal alpha-glucosidase (Homo sapiens), P10253; human spleen homogenate, 4-MU-alpha-glucoside fluorescence; Potency, µM (highest dose often 79.9 µM), for inactives: at the top dose activity change, negative = inhibition, hits mostly inhibitors; actives 0.006% (n = 240,000); AID 2112, 2009;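 also: 0% = enzyme with vehicle and -100% = no enzyme basal signal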
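Human spleen homogenate (1 ug) incubated with compounds and 1 mM 4-methylumbelliferyl-alpha-D-glucopyranoside in pH 5.0 citrate/phosphate buffer, 37 C, 40 min. Stopped at pH 10; 4-MU fluorescence (Ex 365/Em 440 nm); AC50 by Hill fit.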
Active calls of the source: *; ? = inconclusive; . = not tested or not shown; [ ] = remark or other dose. Unless noted, calls follow the shape of the dose curve; as a rule, active = well fitted curve in the direction sought with a large enough effect; inconclusive = small, poorly fitted or top-dose-only effect, or another doubt; inactive = no such curve, though single readings can be large; an effect the other way counts as inactive or inconclusive. Potency is read from the fitted curve at half-maximal effect. These rows are one share of the data; count on the stated rates, not on these rows.

structure | GAA glycogen mod | ALDH1A1 block | RGS12 GoLoco inh | SMN2 splice enh | aGal spleen mod | KDM4E inh | GAA inh | GAA spleen mod
Cc1ccc2nc(N3CCN(c4ccccc4)CC3)c(C=O)c(=O)n2c1 | 11.7% | -14.4% | 11.0% | -6.0% | -5.4% | 9.2% | ? | -2.8%
Cc1cc(S(=O)(=O)Nc2c(C)nn(C)c2C)c(Cl)cc1Cl | -7.3% | 0.2% | -2.3% | . | 1.2% | 7.9% | -7.3% | 0.3%
N=c1c2c3c(sc2nc2n1CCCCC2)CCCCC3 | -10.8% | -0.3% | 8.8% | 6.4% | 9.0% | -3.7% | -9.6% | 2.7%
Cn1cccc1C(=O)N1CCC2(CC1)CN(Cc1ccc(C#N)cc1)C2 | . | -8.8% | 5.3% | -10.8% | -1.3% | . | . | 2.5%
Cc1nn(-c2nnc(NCc3ccccc3)nn2)c(C)c1Br | -8.6% | 28.2µM* | 7.2% | . | -0.4% | 1.2% | -10.6% | -4.2%
COn1c(-c2ccc(Cl)cc2Cl)nc2ncccc21 | 1.8% | 15.4% | 11.3% | -12.9% | 3.4% | 5.2% | 1.6% | 5.8%
COc1ccc(CCN(C)C2CC(=O)N(c3ccccc3)C2=O)cc1OC (stereo unspecified) | -0.2% | . | -1.1% | . | 6.6% | -2.4% | . | -5.2%
O=C(O)CCSc1nnc(COc2cccc3ccccc23)n1-c1cccc(Cl)c1 | -2.9% | 2.6% | 7.4% | 6.7% | 10.4% | -8.8% | -11.0% | -3.0%
O=C(Nc1ccc(F)cc1)Nc1ccccc1N1CCCCC1 | -1.4% | . | 0.4% | . | 3.1% | 3.4% | . | 3.8%
O=C(C1CCC(CNS(=O)(=O)c2cccc3nsnc23)CC1)N1CCN(c2ccccn2)CC1 (stereo unspecified) | -6.6% | -3.9% | 6.5% | -46.4%[inhibitor] | -19.9% | -7.3% | -1.3% | -3.1%
CCN(CC)c1ccc2cc(-c3nc4ccccc4[nH]3)c(=O)oc2c1 | 5.0% | 8.2% | 8.9% | -0.2% | -1.7% | 7.2% | -9.1% | -1.3%
CSc1nc2ccc(NS(=O)(=O)c3c(Cl)cccc3Cl)cc2s1 | -4.7% | ? | 30.4%[activator] | -10.8%[1.84 µM] | -0.8% | 2.2% | 3.4% | -1.4%
CCOc1ccc(NC(=O)CN2C(=O)CSC2=O)cc1 | -8.8% | 11.3% | 13.5% | -2.8% | 2.5% | 7.8% | 11.5% | 6.0%
O=C(Cc1c(Cl)cccc1Cl)NC1=NCCS1 | 2.3% | 3.6% | -18.4% | 1.5% | 4.3% | -3.1% | -4.0% | 2.3%
Oc1ccc(N2CCN(c3ncnc4sc(-c5ccccc5)cc34)CC2)cc1 | ? | 25.1µM* | -4.7% | -40.7%[inhibitor] | -5.7% | 15.8µM* | -3.6% | -14.3%
Cc1ccc(C2(C)NC(=O)N(CC(=O)NCc3cccs3)C2=O)cc1 (stereo unspecified) | -1.6% | 1.8% | -11.3% | -39.6% | 7.1% | -13.2% | -2.1% | -1.7%
CCN(CC)S(=O)(=O)c1ccc(/C=C/C(=O)O)cc1 | 1.2% | 2.0% | 7.5% | 4.2% | 7.9% | -4.2% | -7.9% | -3.0%
Cc1nc2ncnn2c(C)c1CCC(=O)N1CCN(C(=O)c2ccco2)CC1 | -9.3% | 7.0% | 10.4% | 1.1% | 3.8% | 3.9% | 5.9% | 8.4%
CC1CCc2c(sc3nc(CN4CCOCC4)nc(N4CCc5ccccc5C4)c23)C1 (stereo unspecified) | -5.0% | ? | 29.0% | -10.1% | -0.8% | ? | -17.7% | -2.5%
COC(=O)C1=C(O)/C(=C/c2cccc(OC)c2O)N=C1C | -7.2% | 1.5% | 6.4% | . | -1.6% | -8.1% | 0.8%[15.4 µM] | -5.2%
COc1cc(OC)c2c(-c3cccc(-c4ccc(OC)c(F)c4)c3)cc(=O)oc2c1 | . | ? | -32.0% | . | 4.1% | . | . | 5.2%
CSc1nnc(C)c(=O)n1COC(=O)/C=C/c1ccccc1 | 4.5% | 6.8% | 7.2% | 6.0% | 8.1% | -0.8% | -3.0% | -3.8%
COC(=O)CSc1nc(N)c2c3c(sc2n1)C(c1ccccc1)SC(c1ccccc1)C3 (stereo unspecified) | -7.7% | ? | 40.5%[activator] | 12.4% | 6.8% | ? | -10.3% | 2.1%
O=C(CCCOc1ccccc1)Nc1ccc(S(=O)(=O)N2CCOCC2)cc1 | -8.3% | -8.6% | -6.4% | 8.1% | 1.0% | 6.6% | -10.0% | -7.4%
CCOc1ccc(CCNC(=O)COC(=O)c2cccnc2OCC)cc1OCC | 7.0% | 4.2% | -2.5% | -16.2% | -17.3% | 3.7% | 0.6% | -7.0%
Cc1ccc(/C=C(\C#N)C(=O)NCCN2CCOCC2)cc1 | 6.8% | ? | 10.4% | -3.3% | -2.3% | -1.1% | -1.8% | .
C/C(CC(=O)Nc1ccc(N(C)C)cc1)=N\NC(=O)C(=O)NCc1ccccc1 | ? | ? | 0.7% | ? | 1.0% | 31.0%[activator] | ? | .
COc1ccccc1-c1nc(C#N)c(N2CC(C)CC(C)C2)o1 (stereo unspecified) | -15.7% | ? | 0.7% | 4.8% | 5.1% | ? | ? | -12.7%
CN(NC(=O)c1ccc(Cl)cc1Cl)C1=NS(=O)(=O)c2ccccc21 | 3.6% | 9.4% | 3.1% | -2.2% | -14.0% | 4.9% | 2.3% | 9.7%
COc1ccc(Cl)cc1N1Cc2ccccc2C1 | 5.7% | ? | 14.4% | 20.0% | -1.7% | -10.5% | -15.8% | -3.7%
COc1cccc(-c2cc(C(=O)Nc3cc(C)n(Cc4ccc(Cl)cc4)n3)no2)c1 | -5.3% | 69.4%[activator] | 5.6% | -72.2%[inhibitor] | 7.9% | 217.7%[activator] | -8.7% | -3.3%
Cc1ccc(-c2csc3ncn(-n4c(C)ccc4C)c(=O)c23)o1 | -6.8% | 31.6µM* | -18.9% | -8.9% | ? | ? | -9.1% | -1.6%
O=C1CC(N2CCN(Cc3ccccc3)CC2)C(=O)N1c1ccccc1 (stereo unspecified) | 3.5% | -13.6% | -1.8% | ? | 4.2% | -3.0% | 1.2% | -5.7%
CSc1nnc(-c2ccccc2)n1N | 5.8% | ? | . | . | -1.2% | -1.3% | 0.8% | -0.3%
Cc1cccc2cc(C#N)c(N3CCCC3)nc12 | -8.3% | -2.9% | . | . | 8.4% | -2.5% | -2.9% | -0.6%
CCn1c(SC)nnc1-c1nnc(SC)n1CC | -0.3% | -14.9% | 29.8% | ? | 0.8% | -4.8% | 3.2% | -3.6%
Cc1sc2c(=O)n3c(nc2c1C(=O)NCCCN1CCOCC1)CCCCC3 | -6.0% | ? | 3.2% | 10.5% | 2.1% | 4.1% | -12.6%[15.4 µM] | -2.2%
CCCCn1c(SCC(=O)Nc2cccc(C)n2)nnc1-c1ccco1 | 2.2% | 2.3% | -7.0% | -10.5% | -12.1% | 7.4% | 0.7% | -4.0%
COc1cccc2cc(C(C)OC(=O)Nc3ccc(C)cc3)oc12 (stereo unspecified) | 9.2% | -7.1% | -8.4% | -1.4% | -5.9% | 6.5% | -8.2% | -7.5%
O=C(O)c1ccccc1C(=O)Nc1ccc(Oc2cccc3ccccc23)cc1 | -7.7% | 2.7% | 15.8% | -7.8% | 0.6% | -1.0% | . | -9.5%
CCCCc1ccc(NC(=S)N2CCCC(CO)C2)cc1 (stereo unspecified) | 7.9% | -4.8% | 2.3% | ? | -10.0% | 10.6% | -12.6% | -5.5%
COc1cc(NC(=O)CN2C(=O)NC(C)(CCC(C)C)C2=O)cc(OC)c1 (stereo unspecified) | 5.1% | -9.4% | 2.4% | -12.6% | -2.3% | 0.9% | -6.8% | -9.2%
CC(C)C[C@@H]1NC(=O)[C@H](C(C)C)NC(=O)c2cc([N+](=O)[O-])cc(I)c2OCC[C@@H](C(N)=O)NC1=O | 0.3% | ? | 1.1% | -9.2% | 5.3% | -6.3% | 1.1% | -0.7%
CNc1ccnc(-c2ccccc2C)n1 | . | -5.4% | 14.5% | . | 5.4% | . | . | -2.6%
O=c1c2ccccc2[nH]c(=S)n1CCC1=CCCCC1 | -4.2% | 6.9% | -1.2% | 15.8% | 1.0% | 1.9% | 1.7% | 3.0%
CNC(=O)Nc1ccccc1C(=O)Nc1ccccc1 | 4.2% | 1.0% | 0.5% | . | -14.3% | 3.2% | -1.8%[15.4 µM] | 2.7%
Cc1ccc2c(-c3ccc([N+](=O)[O-])cc3)cc(=O)[nH]c2c1 | -1.2% | . | 3.0% | . | -2.7% | -1.7% | . | 2.5%
CC1(C)CC(=O)C=C(Nc2ccc3c(c2)OCCO3)C1 | -2.5% | -10.7% | -6.2% | -6.0% | 9.3% | 0.3% | -4.9% | -3.1%
Cc1cc2nc3c(nc2cc1C)C1(C(=O)N(C)C)CCC3(C)C1(C)C (stereo unspecified) | 2.9% | 12.0% | 4.1% | -8.5% | -12.4% | -1.7% | ? | -9.0%
Cc1onc(-c2ccccc2)c1C(=O)N/N=C/c1cc2c(cc1Br)OCO2 | -6.6% | -0.9% | 7.8% | -23.2% | -0.8% | -1.9% | -1.9% | -3.4%
CCNc1nc(NCC)n2c(SCC(=O)N3CC4(C)CC3CC(C)(C)C4)nnc2n1 (stereo unspecified) | 0.3% | -5.3% | -11.3% | 14.6% | 7.1% | -2.8% | 3.9% | 0.4%

Screening data deposited in PubChem BioAssay by National Center for Advancing Translational Sciences (NCATS).
